Xi reactivation: activators of inactive X chromosome reactivation, primary screen, imaging, XiGFP fibroblasts, GFP high-content imaging, set 2. activation, % at 7.58 µM. AID 743238, 2013. 360,000 compounds, 0.055% hits. XiGFP mouse fibroblasts, % GFP-positive cells imaging, 3 d; cells co-treated with 5-aza-dC sensitizer; scaled so ellipticine positive control = 100%;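 active = mean normalized replicate activation at least 10% and every replicate at or above 10%; inconclusive = only one of the two criteria met; inactive = mean below 10% and not all replicates reach 10%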;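 also: 0% = median of on-plate neutral control wells and 100% = ellipticine 6 µM median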
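System: SV40-immortalized XiGFP fibroblast cells, line 68-5-11 / Incubation: 3-day compound exposure, then 15 min fixation at room temperature / Compound: single concentration per compound, delivered by pin transfer / Buffer or medium: DMEM plus 5-aza-dC sensitizer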
E-sel inducer: E-selectin induction in HUVECs, primary screen, imaging, HUVEC, immunofluorescence imaging, single point; 260,000 compounds, 0.37% hits; P16581; normalized: neutral wells 0, TNF-alpha wells 100; activation, % at 7.58 µM;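 active = mean E-selectin-positive cell signal at least 10% of the positive control, reached in at least 60% of replicates, without over 20% cell loss; inconclusive = no rule given, readout overlaps actives, possibly toxicity-flagged; inactive = the rest, including those meeting only one limit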;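 also: in these data hits start at about 27%; measured in HUVEC primary endothelial cells; signal is the percent of cells scored E-selectin positive by PE staining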
Target sequence (P16581 whole entry, looked up): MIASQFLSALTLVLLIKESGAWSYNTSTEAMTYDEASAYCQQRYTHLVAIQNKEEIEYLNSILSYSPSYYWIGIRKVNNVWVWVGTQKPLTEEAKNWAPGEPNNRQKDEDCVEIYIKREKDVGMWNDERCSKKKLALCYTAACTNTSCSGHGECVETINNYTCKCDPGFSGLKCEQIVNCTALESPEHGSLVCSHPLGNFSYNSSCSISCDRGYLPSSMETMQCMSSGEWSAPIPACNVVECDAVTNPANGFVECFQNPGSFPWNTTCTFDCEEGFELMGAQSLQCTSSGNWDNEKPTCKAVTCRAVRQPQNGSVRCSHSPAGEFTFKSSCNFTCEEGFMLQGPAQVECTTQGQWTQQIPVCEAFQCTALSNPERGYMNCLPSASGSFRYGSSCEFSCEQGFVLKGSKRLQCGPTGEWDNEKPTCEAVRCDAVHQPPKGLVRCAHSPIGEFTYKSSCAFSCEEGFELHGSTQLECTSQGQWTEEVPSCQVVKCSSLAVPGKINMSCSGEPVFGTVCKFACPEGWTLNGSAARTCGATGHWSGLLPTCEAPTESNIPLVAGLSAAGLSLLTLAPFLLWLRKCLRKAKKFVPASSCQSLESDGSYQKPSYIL
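assay system = HUVEC, human umbilical vein endothelial cells | input = 3,000 HUVEC seeded per well | medium = EGM-2 growth medium on 0.1% gelatin-coated wells | dosing = one compound dose added by pin transfer | signal = immunofluorescence imaging | read-out basis = % PE-positive cells | control set = TNF-alpha, DMSO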
CASP6 VEID inh: human caspase-6 inhibitors, primary screen, biochemical, VEID-R110 fluorescence, single point, set 2 | AID 686996, 2013 | 350,000 compounds, 0.53% hits | purified caspase-6, Z-VEID-R110 cleavage fluorescence | P55212 | inhibition, % at 12.5 µM;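 active = mean inhibition across replicates at least about 35%, with every replicate also reaching that limit, limit read from the data; inconclusive = only one of the two criteria met; inactive = neither criterion met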;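 also: 0% = median of neutral control wells and 100% = no fluorescence left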
DENV2 CPE rescue: inhibitors of DENV2 cytopathic effect, primary screen, cell-based, plate reader, single concentration. AID 651640, 2012. 350,000 compounds, 1.7% hits. DENV2-infected cells, cytopathic effect rescue. CPE inhibition, % at 9.99 µM; in the data active = CPE inhibition above about 20%, passing the limit was not always enough; inconclusive = no clear call, values can overlap the other calls; tested in BHK-21 cells;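 also: 0% = median of neutral control wells and 100% = median of positive control wells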
RAD54 inh: inhibitors of human RAD54 branch migration, primary screen, biochemical, fluorescence, single point; DNA repair and recombination protein RAD54-like (Homo sapiens), Q92698; RAD54 Holliday junction branch migration, FAM/BHQ fluorescence; inhibition, % at 10.4 µM; 360,000 compounds, 0.14% hits; AID 602329, 2012;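 active = mean normalized replicate activity at least 40 and at least half of replicates scoring 40 or more; inconclusive = only one of the two criteria met; inactive = mean below 40 and under half of replicates reaching 40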;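 also: 0% = median of neutral control wells and 100% = median of positive control wells; inhibitors cause a drop in the FAM fluorescence signal; in these data hits start at about 50%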
INS-1E GSIS act: GLuc luminescence reporter in INS-1E cells, primary screen for activators of glucose-dependent secretion of insulin | INS-1E GLuc reporter insulin secretion, 2-3 h | activation, % at 16.6 µM | 370,000 compounds, 0.61% hits | AID 743287, 2014;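 active = lowest replicate activation of at least 40%, so every replicate reaches that level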;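 also: 0% = median of neutral control wells and 100% = median of IBMX positive control wells; some compounds called inactive have numbers as strong as hits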
F508del corr: F508del CFTR correction, initial screen, CFBE line, single point | activity (quench increase), % at 7.58 µM | AID 720511, 2013 | CFBE cells, YFP halide quenching; stimulated with forskolin plus potentiator P3; % fluorescence drop versus neutral controls | 350,000 compounds, 0.36% hits;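 active = mean added fluorescence quench of at least 8% versus neutral control, with both replicates also reaching 8%; inconclusive = only one of the mean or replicate conditions met; inactive = mean below 8% and not both replicates reaching 8%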;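 also: cells transiently co-express mutant CFTR-F508del with the halide-sensitive YFP; corrector assay measuring rescue of mutant channel to the surface after 24 h compound exposure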
RAD52 inh: RAD52 DNA annealing inhibitors, primary screen, biochemical, FRET, single point, set 2; 360,000 compounds, 0.46% hits; recombinant RAD52 DNA annealing, FRET fluorescence; inhibition, % at 18.7 µM; DNA repair protein RAD52 homolog (Homo sapiens), P43351; AID 651710, 2012;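 active = every replicate showing at least 50% inhibition; inconclusive = mean inhibition at least 50% but not in every replicate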
Target sequence (P43351 whole entry, looked up): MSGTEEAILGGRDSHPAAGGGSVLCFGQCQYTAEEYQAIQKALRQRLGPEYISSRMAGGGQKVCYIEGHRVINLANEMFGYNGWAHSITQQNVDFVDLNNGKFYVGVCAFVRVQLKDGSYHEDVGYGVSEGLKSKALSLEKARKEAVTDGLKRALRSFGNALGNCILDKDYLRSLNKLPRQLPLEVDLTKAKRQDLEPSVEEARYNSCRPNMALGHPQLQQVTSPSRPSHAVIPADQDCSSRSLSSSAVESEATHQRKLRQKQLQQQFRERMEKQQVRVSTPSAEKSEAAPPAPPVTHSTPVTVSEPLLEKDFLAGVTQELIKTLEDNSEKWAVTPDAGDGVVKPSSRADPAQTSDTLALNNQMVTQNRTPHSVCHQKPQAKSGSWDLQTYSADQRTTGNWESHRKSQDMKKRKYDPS
An asterisk follows results filed as active; ? = inconclusive; . = not tested or not shown. An unsorted share of the library, and some 3.7% of all compounds hit somewhere here.

SMILES	Xi reactivation	E-sel inducer	CASP6 VEID inh	DENV2 CPE rescue	RAD54 inh	INS-1E GSIS act	F508del corr	RAD52 inh
Cc1ccc(C)c(S(=O)(=O)NCCOC(=O)Nc2sc(=S)n(C)c2C)c1	.	.	4	-5	-6	7	1.0	-12
C[C@H](CO)N1C[C@H](C)[C@@H](CN(C)S(=O)(=O)c2ccc(F)cc2)Oc2ccc(NC(=O)Nc3ccccc3)cc2CC1=O	-0.2	-0.1	2	-4	13	-7	-0.9	-2
COC(=O)c1ccc(CN2CCCC(C(=O)Nc3cccc(-n4cnnn4)c3)C2)cc1 (stereo not drawn)	0.3	.	0	8	-3	4	2.7	-17
CCOP(=O)(OCC)c1nc(-c2ccc(OC)cc2)oc1N1CCOCC1	-0.1	-0.5	-6	-6	-2	0	1.3	-12
C[C@@H]1CN([C@H](C)CO)C(=O)c2cccc(NC(=O)Nc3ccc4c(c3)OCO4)c2O[C@@H]1CN(C)S(=O)(=O)c1ccc(F)cc1	-0.1	24	0	0	-11	-11	-1.4	6
COC(=O)[C@H](Cc1ccccc1)N1CC2=C[C@H](C3CC3)n3c(=O)n(C)c(=O)n3[C@@H]2[C@H]1[C@H](O)Cc1ccccc1	.	.	2	13	-10	.	-0.2	-11
Cc1cc(C)c(C)c(S(=O)(=O)N2CCC(C(=O)N3CCN(c4ccc(F)cc4)CC3)CC2)c1C	0.3	.	-3	11	3	-34	4.0	-15
COC(=O)[C@@H]1[C@@H](CO)[C@@H]2Cn3c(ccc(C4=CCCCC4)c3=O)[C@@H]2N1C(=O)C1CC1	0.3	0.2	3	-3	1	4	0.5	4
CCC(=O)N(C)C[C@H]1Oc2cc(-c3ccncc3)ccc2S(=O)(=O)N([C@@H](C)CO)C[C@@H]1C	-1.1	0.0	1	-6	3	24	-0.4	4
NS(=O)(=O)c1ccc(NC(=S)NC(=O)C2CCCCC2)cc1	0.0	.	3	-9	-3	-2	-4.3	0
Cn1ccnc1SCC(=O)Nc1nc2c(F)c(F)c(F)cc2s1	0.0	.	3	4	.	-15	-0.9	-8
Cc1cccc(NC(=O)C2CCCN2S(=O)(=O)c2ccc3c(c2)n(C)c(=O)c(=O)n3C)c1 (stereo not drawn)	0.0	0.8	1	6	-6	.	-5.7	-9
CCCN1CCC(N2CCCC(C(=O)O)C2)CC1 (stereo not drawn)	0.1	.	-31	-5	-8	-9	0.2	-9
O=C(C[C@@H]1C[C@@H]2c3cc(NC(=O)C4CCOCC4)ccc3O[C@@H]2[C@@H](CO)O1)NC1CCCCC1	0.0	0.2	-1	0	-3	1	-2.0	-11
C=CC(=O)N=c1sc2ccccc2n1-c1ccccc1	0.0	.	1	-3	14	-8	5.4	-41
COc1ccc(CCNC(=O)CN2C(=O)NC3(CCCCC3)C2=O)cc1	0.1	0.0	-1	1	-12	.	2.9	-13
CN(C)CCNC(=O)c1cc(Br)ccc1Cl	.	.	-22	1	8	12	-1.1	-16
O=C(COc1cccc2c1CCNC2=O)NC1CCCCC1	0.1	0.0	1	0	-16	45*	5.6	4
C[C@H](CO)N1C[C@H](C)[C@@H](CN(C)C(=O)c2ccccc2)OCCCC[C@H](C)Oc2ccc(NS(=O)(=O)c3cccs3)cc2C1=O	0.0	.	1	8	-7	-16	0.3	-27
Cc1nn2c(-c3ccncc3)ccnc2c1Br	0.2	5.0	-3	9	.	18	2.5	-10
O=C(Cc1cccs1)NNC(=S)NC(=O)c1ccccc1	-0.1	-1.7	-2	9	.	4	.	-8
CCOc1ccc(S(=O)(=O)Nc2cccc(C(=O)N3CCN(c4ccccc4O)CC3)c2)cc1	0.3	.	1	-1	0	-43	-0.9	-4
Cc1ccc(C(=O)OCC(=O)NN2C(=O)NC3(CCC(C)CC3)C2=O)cc1 (stereo not drawn)	-0.1	0.4	0	-5	0	-10	2.6	-11
CNC[C@@H]1Oc2ccc(NC(=O)Cc3cn(C)c4ccccc34)cc2CC(=O)N([C@H](C)CO)C[C@@H]1C	0.1	-12	4	6	-2	13	-1.9	15
O=C(Cc1ccc(NC(=O)C2CCCN(C(=O)c3ccccc3)C2)cc1)Nc1cccc(C(=O)N2CCCC2)c1 (stereo not drawn)	0.1	-0.1	2	-7	.	1	4.7	5

Of the compounds above, these have two or more sulfur atoms.
SMILES	Xi reactivation	E-sel inducer	CASP6 VEID inh	DENV2 CPE rescue	RAD54 inh	INS-1E GSIS act	F508del corr	RAD52 inh
Cc1ccc(C)c(S(=O)(=O)NCCOC(=O)Nc2sc(=S)n(C)c2C)c1	.	.	4	-5	-6	7	1.0	-12
NS(=O)(=O)c1ccc(NC(=S)NC(=O)C2CCCCC2)cc1	0.0	.	3	-9	-3	-2	-4.3	0
Cn1ccnc1SCC(=O)Nc1nc2c(F)c(F)c(F)cc2s1	0.0	.	3	4	.	-15	-0.9	-8
C[C@H](CO)N1C[C@H](C)[C@@H](CN(C)C(=O)c2ccccc2)OCCCC[C@H](C)Oc2ccc(NS(=O)(=O)c3cccs3)cc2C1=O	0.0	.	1	8	-7	-16	0.3	-27
O=C(Cc1cccs1)NNC(=S)NC(=O)c1ccccc1	-0.1	-1.7	-2	9	.	4	.	-8

Additional results follow:
SMILES	Xi reactivation	E-sel inducer	CASP6 VEID inh	DENV2 CPE rescue	RAD54 inh	INS-1E GSIS act	F508del corr	RAD52 inh
COc1ccc(CC(=O)NCc2ccco2)cc1OC	.	.	7	2	3	9	0.1	-7
O=C(c1ccncc1)N1CCN(S(=O)(=O)c2ccc(OC(F)(F)F)cc2)CC1	0.2	-0.7	-2	18	4	-8	-1.1	-1
CCC(=O)N1C[C@H](C)[C@H](OC)CN(C)C(=O)c2cc(NS(=O)(=O)CC)ccc2OC[C@H]1C	0.1	0.9	0	-7	3	17	-0.9	-5
CO[C@@H]1CN(C)C(=O)c2cc(NC(=O)Nc3c(C)noc3C)ccc2OC[C@@H](C)NC[C@@H]1C	-0.2	0.0	-1	0	-8	7	-1.0	-7
O=C(C[C@H]1CC[C@H](NC(=O)C2CCOCC2)[C@@H](CO)O1)NCc1ccccc1Cl	-0.1	0.1	-7	-5	-5	5	-3.0	17
Cc1occc1-c1nnc(SCC(=O)N2CCCCC2C)o1 (stereo not drawn)	0.1	0.1	2	0	-3	1	1.5	-10
CSc1ncccc1C(=O)Nc1cccc(S(=O)(=O)N2CCOCC2)c1	0.0	0.8	-1	-5	-2	3	0.9	-1
COc1cccc(C(=O)Nc2ccc3c(c2)OC[C@@H](C)NC[C@@H](C)[C@H](OC)CN(C)C3=O)c1	0.2	0.2	-5	22*	-2	-1	-3.8	-4
Cc1ccc(C2=NC3(CCCCC3)N=C2SCC(=O)Nc2ccc3c(c2)OCCO3)cc1	0.1	0.0	0	-1	-5	-7	-2.7	-18
CC(Sc1nnc(-c2ccccc2F)n1N)C(=O)NCC1CCCO1 (stereo not drawn)	0.4	0.1	-1	0	.	1	-0.4	-15
O=C1CCCC2=C1C(c1ccc(O)cc1)c1c(ccc3ccccc13)N2 (stereo not drawn)	0.0	.	3	?	-7	-11	-0.1	-5
O=C(NC(CC1=CCCCC1)c1ccccc1)C(F)(F)F (stereo not drawn)	0.2	-0.3	-2	-7	.	-34	0.8	0
C=CCn1cnc2scc(-c3ccc(C)cc3)c2c1=O	.	.	1	.	0	30	.	-13
CCC(C)NC(=O)C(Cc1ccccc1)n1cccc1 (stereo not drawn)	0.0	1.1	-2	2	5	.	2.8	-1
Cc1ccc2nsnc2c1NC(=O)COc1ccccc1	0.0	.	-2	8	-1	8	-3.1	3
C[C@@H]1CN([C@H](C)CO)S(=O)(=O)c2ccc(-c3cccnc3)cc2O[C@H]1CN(C)Cc1cccnc1	-1.2	-0.3	.	.	.	-1	1.6	.
CC(=O)N1[C@@H]2c3ccc(-c4cccc(F)c4)c(=O)n3C[C@@H]2[C@@H](CO)[C@@H]1C(=O)NCCCN(C)C	0.3	-2.1	0	10	10	9	.	-1
CC1(C(=O)Nc2ccc3c(c2)OCO3)Cc2c(-c3cccc(C(F)(F)F)c3)ccnc2O1 (stereo not drawn)	0.0	0.5	2	-9	14	22	3.2	-7
O=C(NC(=S)Nc1ccc(-c2ccccc2)cc1)c1ccccc1	0.0	4.1	-1	-4	-8	23	10*	-10
CCCC(=O)Nc1ccc(NC(=S)NC(=O)c2ccccc2[N+](=O)[O-])cc1	0.0	.	-1	1	.	.	.	-6
Cc1cc(OC(C)C(=O)NCc2ccccn2)c2c(C)cc(=O)oc2c1 (stereo not drawn)	-0.1	-0.1	2	0	2	11	-2.7	-2
COc1ccc(CN(C)C[C@@H]2Oc3c(NC(=O)Nc4ccc(C(F)(F)F)cc4)cccc3C(=O)N([C@@H](C)CO)C[C@@H]2C)cc1	-0.4	0.0	-1	-6	4	-15	0.5	13
Cc1noc(C)c1S(=O)(=O)Nc1ccc2c(c1)C(=O)N([C@@H](C)CO)C[C@@H](C)[C@@H](CN(C)C(=O)Nc1cccc3ccccc13)O2	0.0	-0.9	4	-5	-3	-10	0.8	3
O=C(NNC(=S)Nc1cccc(C(F)(F)F)c1)c1ccccc1Cl	0.1	.	2	-17	7	-32	1.0	-10
COc1cc(NC(=O)CSc2nc(C)c(C)c(C)n2)c(C)cc1[N+](=O)[O-]	0.0	.	-7	-11	-1	0	0.5	-13
Going on with the list.
SMILES	Xi reactivation	E-sel inducer	CASP6 VEID inh	DENV2 CPE rescue	RAD54 inh	INS-1E GSIS act	F508del corr	RAD52 inh
O=C(CCl)N(CCCNC(=O)C(F)(F)F)c1ccc([N+](=O)[O-])cc1	0.0	.	8	-7	10	-7	3.1	-8
COc1ccc(NC(=O)N[C@H]2CC[C@H](CCn3cc(-c4ccccc4F)nn3)O[C@@H]2CO)cc1	-0.2	-0.3	-3	-4	2	3	2.7	-6
CC(C)C[C@H](NC(=O)N1c2ccccc2NC(=O)[C@@H]1C(C)C)C(=O)N1CCC[C@@H]1C(=O)O	.	.	0	-5	7	14	-2.9	-5
CN(C)CCn1cnc2c1c(=O)[nH]c(=O)n2Cc1ccccc1	0.3	-0.1	1	0	-12	1	-0.4	-3
C[C@H](O)C#Cc1cnc2c(c1)C(=O)N([C@H](C)CO)C[C@@H](C)[C@H](CN(C)C(=O)Nc1ccc(F)cc1)O2	-1.1	-0.2	1	-1	-2	23	1.0	-7
Cc1cccc(S(=O)(=O)N2C[C@H](O)COC[C@H]3O[C@H](CC(=O)N4CCN(C)CC4)CC[C@@H]32)c1	-0.1	0.2	-1	-1	-10	2	0.8	7

Screening results: PubChem BioAssay, Broad Institute
